Screens from PubChem BioAssay.
TCR activator: Activators of T cell receptors: qHTS campaign | AID 504894, 2011 | Potency, µM (top dose mostly 9.22 µM), for the others: at the highest dose activation of IL-2 secretion, most hits filed as activators | primary human leukocytes, anti-CD3, IL-2 HTRF, 48 h | 330,000 tested, under 10 active; note: % of control where 0% means no effect
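1) Mix primary human leukocytes, a-CD3 beads and compound. 2) Incubate 48 hr. 3) Add HTRF IL-2 reagents (a-IL-2-K, a-IL-2-d2).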
B2AR arrestin: qHTS assay of beta-arrestin-biased ligands of beta2-adrenergic receptor; Beta-2 adrenergic receptor (Homo sapiens), P07550; beta-arrestin recruitment to beta2AR, cell-based reporter; Potency, µM (highest dose often 46.1 µM), inactives show at the top dose activation, usual class: activators; hit rate 0.02% among 330,000;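 note: potency is the fitted concentration of half-maximal effect; 0% = DMSO controls and full agonism = EC100 isoproterenol or metaproterenol; nearly all actives have a fitted effect of over 65% in size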
BCR signal inh: qHTS Assay to Find Inhibitors of Chronic Active B-Cell Receptor Signaling. ABC-DLBCL IkBa-CBG/CBR reporter, luminescence ratio, 4 h. AID 493014, 2011. hit rate 0.05% among 340,000. Potency, µM (doses to about 46.1 µM), without a hit: top-dose ratio change, negative = lower green/red ratio, hits mostly inhibitors; active = well fitted inhibition curve with a large enough effect in the signal ratio, with a control signal flat, not every such curve was filed as active; inconclusive = small, poorly fitted or top-dose-only effect, or effect the other way, or a change in a side signal; the % refers to the signal ratio;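 note: potency is the fitted concentration of half-maximal effect; plate controls were basal doxycycline-induced cells for no effect and cells given 10 µM MG132 for full effect; MG132 reads +100%, hits lower the ratio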
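Compounds up to 46 uM were incubated four hours with TMD8 cells whose green CBG68 luciferase is fused to IkappaBalpha; red CBR luminescence normalised the signal, and concentration-effect curves were fitted to fusion, red and ratio data.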
TSHR antag: Antagonists of the Thyroid Stimulating Hormone Receptor: HTS campaign. Thyrotropin receptor (Homo sapiens), P16473. activity change, negative = inhibition, % at 11.5 µM. hit rate 0.2% among 330,000. TSHR-expressing cells, TSH-stimulated cAMP HTRF, 2 h; hits give low values;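 active = activity change below a set negative limit, meaning inhibition stronger than a set level, cut at about -70% in these data; inconclusive = activity change between two set negative limits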; note: % is set by controls: 0 for no effect and ±100 for the full control effect
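TSHR-expressing cells, 200/well, pre-treated with compound, then stimulated with EC80 TSH (4nM final) for 2 hours at 37 deg C. cAMP measured by competitive HTRF: anti-cAMP cryptate antibody in lysis buffer plus cAMP-d2, read after 30 minutes at room temperature.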
USP2a inh: qHTS Assay for Inhibitors of Ubiquitin-specific Protease USP2a Using CHOP2 as the Reporter; USP2 core, Ub-CHOP2 coupled fluorogenic reporter, 485/531; Ubiquitin carboxyl-terminal hydrolase 2 (Homo sapiens), O75604; Potency, µM (highest dose often 38.3 µM), inactives show at the top dose activity change, negative = inhibition, hits mostly inhibitors; AID 463254, 2010; hit rate 0.01% among 330,000;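 note: potency is the fitted concentration of half-maximal effect; plate controls were DMSO wells for no effect and full inhibition by NEM control for full effect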
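USP2 core (10nM final) preincubated 30min RT with compound in 20mM Tris-HCl pH 8.0, 2mM CaCl2, 2mM beta-mercaptoethanol, 0.05% CHAPS; 25nM Ub-CHOP2 plus 25nM reporter substrate added, fluorescence (Ex485/Em531) read after 60min.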
Tb PFK inh: qHTS Assay to Find Inhibitors of T. brucei phosphofructokinase. ATP-dependent 6-phosphofructokinase (Trypanosoma brucei brucei), O15648. T. brucei PFK, ADP-Glo luminescence. Potency, µM (highest dose often 57.5 µM), without a hit: at the top dose activity, negative = inhibition, most hits filed as inhibitors. hit rate 0.17% among 330,000. AID 485367, 2010;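 note: potency is the fitted concentration of half-maximal effect; 0% = uninhibited 1x PFK enzyme wells and -100% = no-enzyme wells; nearly all actives have a fitted effect of over 60% in size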
Target sequence (O15648 whole entry, looked up): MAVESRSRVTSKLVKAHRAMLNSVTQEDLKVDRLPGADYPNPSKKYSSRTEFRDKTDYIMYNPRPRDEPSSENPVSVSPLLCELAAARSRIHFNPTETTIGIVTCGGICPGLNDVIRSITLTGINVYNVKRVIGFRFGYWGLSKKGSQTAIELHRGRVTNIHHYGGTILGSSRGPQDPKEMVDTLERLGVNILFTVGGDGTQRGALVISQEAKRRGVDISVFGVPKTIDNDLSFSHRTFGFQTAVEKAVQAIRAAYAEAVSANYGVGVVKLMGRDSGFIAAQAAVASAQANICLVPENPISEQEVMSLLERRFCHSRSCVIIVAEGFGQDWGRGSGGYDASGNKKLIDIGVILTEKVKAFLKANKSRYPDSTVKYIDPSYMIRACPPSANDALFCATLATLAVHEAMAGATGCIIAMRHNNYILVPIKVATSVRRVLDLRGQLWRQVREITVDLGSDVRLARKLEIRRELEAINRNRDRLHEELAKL
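Luminescent ADP detection (ADP-Glo, two-step: ATP depletion then ADP-to-ATP conversion for luciferase) reported PFK activity after 45 min room-temperature reaction of 1.25 nM enzyme with 0.5 mM F6P and 0.1 mM ATP at pH 8.0.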
uPA surface inh: qHTS for Inhibitors of Cell Surface uPA Generation | AID 540303, 2011 | Potency, µM (top dose mostly 38.3 µM), for the others: at the highest dose activity change, negative = inhibition, most hits filed as inhibitors | cell surface uPA generation assay, qHTS | hit rate 0.31% among 330,000; active = well fitted inhibition curve with a large enough effect; inconclusive = small, poorly fitted or top-dose-only effect; inactive = no such curve, though single readings can be large or run the other way; tested in mouse RAW 264.7 cells; note: potency is the fitted concentration of half-maximal effect; % is set by controls: 0 for no effect and ±100 for the full control effect; nearly all actives have a fitted effect of over 55% in size
Eya2 inh: qHTS Assay for Inhibitors of the Phosphatase Activity of Eya2 | Protein phosphatase EYA2 (Homo sapiens), O00167 | recombinant Eya2, OMFP fluorescence dephosphorylation (OMFP is methylfluorescein phosphate) | Potency, µM (top dose mostly 76.9 µM), inactives show at the highest dose activity, negative = inhibition, hits mostly inhibitors | hit rate 0.006% among 330,000 | AID 488837, 2010; note: potency is the fitted concentration of half-maximal effect; % is set by controls: 0 for no effect and ±100 for the full control effect
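Eya2 (0.2 uM) preincubated 10 min at ambient with compound, then OMFP substrate added at 50 uM; 10 min reaction in 50 mM HEPES pH 7.5, 50 mM NaCl, 5 uM MgCl2, 0.05% BSA, 1 mM DTT. Fluorescence read at Ex 485/Em 525 nm.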
ELG1 DNA repair: qHTS screen for small molecules that inhibit ELG1-dependent DNA repair in human embryonic kidney (HEK293T) cells expressing luciferase-tagged ELG1; HEK293T ELG1-luciferase reporter, luminescence, 16 h; DNA damage induced by 5-fluorouridine; Potency, µM (series often up to 46.1 µM), for the others: at the top dose activity change, negative = inhibition, most hits filed as inhibitors; hit rate 2.3% among 330,000; AID 504467, 2011; note: potency is the fitted concentration of half-maximal effect; % is set by controls: 0 for no effect and ±100 for the full control effect; nearly all actives have a fitted effect of over 55% in size
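In this reporter screen, reduction of luminescence relative to DMSO vehicle indicated activity. Compounds and 5-fluorouridine were added together to 2,000 cells per well, incubated for 16 hr at 37 °C, then developed with ONE-Glo.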
Mito fusion act: qHTS Assay for Small Molecule Inhibitors of Mitochondrial Division or Activators of Mitochondrial Fusion. S. cerevisiae fusion-defective mutant growth rescue, CellTiterGlo 48 h. Potency, µM (top dose mostly 46.1 µM), for the others: top-dose growth rescue (activation), actives largely listed as activators. hit rate 0.23% among 320,000. AID 485298, 2010;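 note: potency is the fitted concentration of half-maximal effect; % of control where 0% means no effect; nearly all actives have a fitted effect of over 45% in size; temperature-sensitive fusion mutants such as fzo1-1 at 37 °C on non-fermentable ethanol glycerol medium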
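Growth-rescue viability read-out: after 48 h at the non-permissive 37C in glycerol/ethanol YPEG, yeast mitochondrial fusion mutants are measured by CellTiterGlo luminescence; compounds (23 nl pinned per well) restoring growth score as division inhibitors or fusion activators.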
PTAP TSG101 blk: qHTS Assay for Iinhibitors of HIV-1 Budding by Blocking the Interaction of PTAP/TSG101 | Fluorescence polarization, FITC-PTAP peptide / Tsg101 binding | Potency, µM (top dose mostly 115 µM), without a hit: top-dose activity change, negative = inhibition, hits mostly inhibitors | Tumor susceptibility gene 101 protein (Homo sapiens), Q99816 | 340,000 tested, under 10 active | AID 493005, 2010; active = well fitted inhibition curve with a large enough effect in the main read-out, with a control signal flat, not every such curve was filed as active; inconclusive = small, poorly fitted or top-dose-only effect, or effect the other way, or a change in a side signal; inactive = no such curve, though single readings can be large or run the other way; note: potency is the fitted concentration of half-maximal effect; % of control where 0% means no effect
Target sequence (Q99816 whole entry, looked up): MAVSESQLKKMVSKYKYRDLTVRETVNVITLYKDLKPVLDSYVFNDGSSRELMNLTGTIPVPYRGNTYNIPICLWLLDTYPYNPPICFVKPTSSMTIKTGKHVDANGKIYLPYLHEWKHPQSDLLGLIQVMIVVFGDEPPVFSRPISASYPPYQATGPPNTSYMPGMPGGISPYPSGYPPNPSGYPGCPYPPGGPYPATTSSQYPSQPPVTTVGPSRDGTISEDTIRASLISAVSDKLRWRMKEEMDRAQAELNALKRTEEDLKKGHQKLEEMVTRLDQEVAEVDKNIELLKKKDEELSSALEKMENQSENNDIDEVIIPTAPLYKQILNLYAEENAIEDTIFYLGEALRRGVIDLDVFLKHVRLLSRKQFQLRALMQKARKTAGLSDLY
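Tsg101 binding domain (10 uM final) was mixed with compound and a FITC-labeled PTAP peptide (50 nM final) in HEPES pH 7.5 buffer with NaCl, Tween 20, EDTA and TCEP; fluorescence polarization was read after 20 min at r.t.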
Starred values were filed as active, the others as inactive; ? = inconclusive; . = not tested or not shown; [ ] = another dose, or the depositor's remark. Unless noted, calls come from the whole dose curve; as a rule, active = well fitted curve in the direction sought with a large enough effect; inconclusive = small, poorly fitted or top-dose-only effect, or another doubt; inactive = no such curve, though single readings can be large; an effect the other way counts as inactive or inconclusive.

SMILES	TCR activator	B2AR arrestin	BCR signal inh	TSHR antag	USP2a inh	Tb PFK inh	uPA surface inh	Eya2 inh	ELG1 DNA repair	Mito fusion act	PTAP TSG101 blk
O=C(CSc1nc2ccccc2o1)N1CCN(S(=O)(=O)c2ccc3ccccc3c2)CC1	1%[46.1 µM]	0.1%	1%	-19	-2%	-1%	-21%	-4%	?	-16%	-2%
COC(=O)Cc1c(C)c2ccc(OCc3nn[nH]n3)cc2oc1=O	1%	-0.1%	-14%	0	-1%	6%	.	9%	14%	-3%	-7%
COc1cccc(/C=N/NC(=O)C(=O)Nc2ccccc2OC(F)(F)C(F)F)c1O	0%[46.1 µM]	0.0%	-2%	-11	1%	8%	-10%	-11%	?	6%	-6%
Cn1cc(/C=C2\SC(=O)N(c3ccccc3)C2=O)c2ccccc21	3%[46.1 µM]	-0.4%	?	-6	0%	-12%	2%	4%	?	2%	-2%
O=Cc1ccc(Oc2cnccn2)cc1	2%	0.1%	-9%	-3	1%	0%	1%	5%	3%	5%	-4%
c1cncc(CNc2cccc(-c3nc4ccccc4[nH]3)c2)c1	9%[46.1 µM]	4.4%	?	7	1%	-10%	-2%	-5%	?	-2%	-4%
COc1ccccc1NCC(=O)N/N=C/c1sccc1C	-5%	0.0%	?	-7	0%	3%	-4%	6%	-7%	-4%	-1%
COC(=O)c1ccc(NC(=O)CCS(=O)(=O)c2ccc(C)cc2)cc1	7%	0.3%	-3%	-4	4%	-6%	2%	4%	-6%	4%	-1%
CCN1CCN(C(=O)C2=C(C(=O)O)CCCC2)CC1	-4%	-0.2%	4%	2	-3%	0%	.	-6%	7%	2%	-5%
CCN(CC)S(=O)(=O)c1cccc(-c2nnc(SCCOc3ccccc3)o2)c1	-7%	0.2%	-10%	-37	4%	-2%	2%	5%	?	3%	0%
COc1ccc(N(Cc2cc(=O)[nH]c3ccccc23)C(C)=O)cc1	-1%	-0.1%	-17%	-8	5%	4%	6%	13%	-5%	-9%	-1%
COc1cc(NC(=O)c2ccco2)c(OC)cc1NC(=O)CCC(=O)Nc1cc(C)ccc1C	4%	3.3%	6%	1	1%	4%	.	5%	?	-1%	0%
O=C(O)C1CCN(C(=O)CSc2nc3ccccc3s2)CC1	2%	0.3%	?	-3	2%	6%	0%	-6%	12%	4%	-10%
COc1ccc(/C=C2\Oc3cc(OCC(=O)N4CCC(C(=O)O)CC4)ccc3C2=O)c(OC)c1	0%	-0.5%	?	-11	13%	-1%	-6%	15%	10%	0%	35%[activator]
N#Cc1ccc(OCC(=O)Nc2cc(S(=O)(=O)N3CCOCC3)ccc2N2CCOCC2)cc1	-1%	-0.7%	1%	-32	1%	0%	0%	-6%	23%	3%	1%
COc1cc(C2Nn3c(nnc3-c3ccccc3OC)S2)ccc1O (configuration not stated)	-6%[46.1 µM]	3.3%	1%	-17	1%	14%	0%	4%	5%	-3%	-10%
O=C(O)CCCCCn1c(O)c(C=C2N=c3ccccc3=N2)sc1=S	-4%[46.1 µM]	-0.2%	?	-10	-1%	4%	-12%	-2%	?	0%	1%
CCCC(=O)Nc1c2c(nn1-c1ccc(F)cc1)CS(=O)(=O)C2	2%	0.1%	3%	0	2%	-1%	-4%	-3%	15%	6%	-5%
N#Cc1ccccc1Sc1ccccc1C(=O)Nc1ccc2ccccc2c1	-6%[46.1 µM]	-0.8%	-1%	-29	4%	-2%	-40%	-2%	-30%	20%	0%
CC(OC(=O)CCN=C1NS(=O)(=O)c2ccccc21)C(=O)c1ccccc1 (configuration not stated)	-5%	-1.6%	0%	2	0%	-1%	11%	16%	3%	-5%	-4%
CC(C)(C)c1cc(/C=N/NC(=O)C[n+]2ccccc2)cc(C(C)(C)C)c1O	-6%	0.0%	-2%	0	2%	0%	3%	16%	0%	8%	0%
Cc1ccc2ccccc2[n+]1CCCS(=O)(=O)[O-]	0%	-0.1%	0%	6	-1%	-1%	-6%	4%	0%	-1%	-3%
COc1ccc(CCC(=O)Nc2nc(-c3ccncc3)cs2)cc1	.	-0.1%	7%	-2	0%	-2%	.	-2%	-4%	-1%	.
CC1(c2nnc(-c3ccc(F)cc3)o2)CC(c2ccccc2)=NO1 (configuration not stated)	-4%	0.5%	-5%	4	7%	-2%	2%	-3%	10%	32%	.
COc1cccc(CNC(=O)c2ccc(CS(=O)(=O)Cc3ccc(C)cc3)o2)c1	1%	-0.2%	?	9	0%	-11%	-1%	13%	0%	12%	0%
CCCSc1nsc(NC(=O)c2cccnc2OCC)n1	1%	0.3%	4%	-9	0%	0%	-5%	-6%	-14%	18%	0%
NC(=O)CC(NC(=O)Cc1cccc2ccccc12)c1ccc(NCCN2CCCC2)c([N+](=O)[O-])c1 (configuration not stated)	-7%	-0.3%	-9%	-6	0%	0%	8%	-3%	8%	-2%	-4%
Cc1ccccc1NC(=O)c1ccc(N/N=C/c2ccccc2O)c([N+](=O)[O-])c1	7%	-0.9%	-8%	2	3%	2%	4%	-20%	0%	1%	-1%
Cc1ccc(C)c(NC(=O)COC(=O)c2ccc3ccccc3n2)c1	-8%	0.1%	?	17	0%	7%	14%	15%	20%	-2%	25%
Cc1ccc(CNC(=O)Cn2cnc3cc([N+](=O)[O-])ccc3c2=O)cc1	3%	0.5%	-4%	0	1%	-5%	5%	-2%	1%	-2%	-4%
COCCSc1nc(N)c(NC(=O)c2ccc(OC)cc2)c(=O)[nH]1	1%	0.6%	2%	-3	-1%	0%	-2%	-3%	-9%	-3%	0%
O=C(NC(=S)Nc1ccc2oc(=O)ccc2c1)c1cccc(F)c1	-2%	0.2%	?	-1	2%	4%	-3%	7%	27%	-9%	-4%
CCOC(=O)c1nn(-c2ccc(Cl)cc2)c2nc(Nc3ccccc3)cc(=O)n12	-2%	-0.4%	?	0	0%	2%	6%	0%	?	18%	-2%
O=C(Cn1ccc2cc(S(=O)(=O)N3CCCC3)ccc21)NCc1ccco1	-1%	0.4%	8%	10	2%	0%	3%	10%	11%	-4%	0%
Cc1cc(NC(=O)CCc2ccc(-c3ccccc3)o2)no1	-4%	3.5%	5%	0	1%	-10%	2%	-2%	6%	-1%	5%
COc1ccc(/C=N/NC(N)=S)cc1OC(=O)c1ccccc1	2%	3.4%	?	-16	2%	-2%	-10%	16%	?	-29%	-1%
CC(=O)c1ccc(N(CC(=O)NC2CCCC2)C(=O)CNC(=O)c2cccs2)cc1	-9%	0.0%	-4%	7	-2%	-10%	-1%	-5%	8%	-28%	-11%
Cc1csc2nc(SCC(=O)Nc3ccccc3F)[nH]c(=O)c12	-3%	-0.4%	-2%	8	1%	1%	-11%	?	-1%	-2%	-2%
O=C(c1ccccc1)N1CCN(Cc2c[nH]c3ccccc23)CC1	1%	0.1%	-3%	-1	1%	-7%	-5%	-25%	?	-2%	-8%
c1ccc2c(c1)nc(N1CCOCC1)c1c3ccccc3[nH]c21	4%	-2.0%	?	16	-15%	4%	.	-5%	?	17%	-3%
COc1ccc(N2CCN(CCCNC(=O)CCCn3c(=O)[nH]c4ccsc4c3=O)CC2)cc1	-3%	-0.4%	-5%	14	0%	-1%	1%	11%	11%	-1%	-4%
CN1CC(=O)N(CC(=O)Nc2ccc(N3CCOCC3)cc2)C1=O	.	0.1%	6%	4	1%	6%	-10%	6%	8%	-12%	-4%
